Screens as filed in PubChem BioAssay.
APJ antag – blocks the human apelin receptor APJ. P35414. inhibition, % at 20 µM. CHO-K1 APJ beta-arrestin complementation, luminescence. 330,000 compounds, 0.32% hits;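 active = inhibition above about 40% at 20 µM, limit read from the data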;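 also: cells challenged with 10 nM apelin-13 agonist together with compound; plate controls were apelin-13 plus DMSO wells for no effect and DMSO wells lacking apelin-13 for full effect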
UBC13 polyUb – human UBC13 polyubiquitination inhibition; UBC13 polyubiquitin chain formation, TR-FRET; 330,000 compounds, 0.47% hits; P61088; inhibition, % at 20 µM; AID 485273; in the data active = inhibition above about 45%, passing the limit was not always enough
Target sequence (P61088 whole entry, looked up): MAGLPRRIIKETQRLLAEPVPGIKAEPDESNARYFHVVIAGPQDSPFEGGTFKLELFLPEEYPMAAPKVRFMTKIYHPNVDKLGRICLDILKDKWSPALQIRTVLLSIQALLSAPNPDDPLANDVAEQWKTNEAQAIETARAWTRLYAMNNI
APJ ag – agonists of human APJ apelin receptor; P35414; CHO-K1 APJ PathHunter beta-arrestin, luminescence; 0% DMSO wells, 100% apelin; activation, % at 20 µM; 330,000 compounds, 0.11% hits;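 active = activation more than six SD over the plate average, tested at 20 µM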;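 also: 0% = DMSO alone and 100% = apelin-13 at 10 nM; some results filed as inactive read as strong as hits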
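Test system – PathHunter CHO-K1 APJ (AGTRL-1) beta-arrestin reporter cells · Input – 1000 cells/well · Compound – single test compound dose, 20 µM final, 1% DMSO · Times – compound stimulation 90 min at 25 °C, detection 60 min · Technique – beta-gal luminescence · Read-out basis – APJ–arrestin association signal · Control set – negative DMSO alone, positive Apelin-13 at 10 nM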
EBI2 block – blocks human EBI2 receptor beta-arrestin signaling. 360,000 compounds, 0.81% hits. EBI2 beta-arrestin recruitment, luminescence, 7a,25-OHC stimulated. inhibition, % at 5 µM. P32249. AID 651636; in the data active = inhibition above about 38%;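 also: enzyme fragment complementation signal reports receptor beta-arrestin coupling in cells; 0% = agonist plus DMSO wells and 100% = wells without agonist; some results beyond the cut were filed as inactive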
Target sequence (P32249 whole entry, looked up, the tested form may be a part): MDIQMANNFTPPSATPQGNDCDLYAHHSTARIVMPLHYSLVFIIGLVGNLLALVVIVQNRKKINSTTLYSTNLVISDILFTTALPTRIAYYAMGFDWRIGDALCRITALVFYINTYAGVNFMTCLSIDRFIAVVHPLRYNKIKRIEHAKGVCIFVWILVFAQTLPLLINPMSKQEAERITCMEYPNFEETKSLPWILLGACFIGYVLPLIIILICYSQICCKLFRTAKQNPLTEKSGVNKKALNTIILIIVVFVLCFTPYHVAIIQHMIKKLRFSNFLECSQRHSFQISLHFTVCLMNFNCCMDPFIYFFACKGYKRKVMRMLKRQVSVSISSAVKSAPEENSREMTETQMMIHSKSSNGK
Gli-Sufu antag – blocks Gli-Sufu signaling in a luciferase reporter; AID 588413; 340,000 compounds, 0.74% hits; inhibition, % at 5 µM; Sufu-KO-LIGHT fibroblasts, Gli luciferase reporter luminescence;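 active = inhibition above about 55%, limit read from the data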;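 also: 0% = DMSO-treated cells and 100% = wells with medium but no cells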
CXCR6 inh – CXCR6 (human) receptor inhibition; AID 602244; inhibition, % at 20 µM; O00574; 360,000 compounds, 0.36% hits; CHO-K1 PathHunter CXCR6 beta-arrestin, luminescence; in the data active = inhibition above about 34%, passing the limit was not always enough;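 also: antagonist mode with CXCL16 agonist at 10 nM final; 0% = 10 nM CXCL16 with DMSO and 100% = unstimulated wells without agonist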
ATG4B inh – ATG4B (human) cysteine protease inhibition. 340,000 compounds, 0.51% hits. inhibition, % at 8.33 µM. Q9Y4P1. AID 504462. ATG4B cleavage of LC3-PLA2, NBD-HPC fluorescence, 1 h; in the data active = inhibition above about 40%
Target sequence (Q9Y4P1 whole entry, looked up): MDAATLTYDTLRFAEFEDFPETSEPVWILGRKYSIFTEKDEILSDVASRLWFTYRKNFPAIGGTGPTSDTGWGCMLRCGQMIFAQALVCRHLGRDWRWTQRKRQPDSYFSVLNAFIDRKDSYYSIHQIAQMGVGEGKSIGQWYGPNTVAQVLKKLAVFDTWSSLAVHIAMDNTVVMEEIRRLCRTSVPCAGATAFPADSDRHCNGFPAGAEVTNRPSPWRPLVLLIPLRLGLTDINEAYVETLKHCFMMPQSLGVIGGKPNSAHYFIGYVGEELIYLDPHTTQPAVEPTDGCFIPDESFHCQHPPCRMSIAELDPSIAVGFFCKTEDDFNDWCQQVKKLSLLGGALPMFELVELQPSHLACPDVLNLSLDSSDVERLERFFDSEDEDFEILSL
CCR6 antag – antagonists of human CCR6 receptor; CHO-K1 CCR6 PathHunter beta-arrestin, luminescence, CCL20-stimulated; inhibition, % at 20 µM; 340,000 compounds, 0.49% hits; AID 493098;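 active = compounds whose inhibition of the agonist-driven luminescence signal at 20 µM reaches about 50%, limit read from the data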;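 also: cells stimulated with CCL20 at 14 nM final; plate controls were DMSO with CCL20 for no effect and DMSO without agonist for full effect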
Starred values were filed as active, the others as inactive; · = not tested or not shown.

Value order – APJ antag	UBC13 polyUb	APJ ag	EBI2 block	Gli-Sufu antag	CXCR6 inh	ATG4B inh	CCR6 antag
> CCn1nnnc1-c1ccc(OC)c(S(=O)(=O)NCc2ccccc2)c1
  -5	2	-4	-10	4	-2	-6	16
> COc1ccc(/C=C/C(=O)OCC(=O)NC2CCS(=O)(=O)C2)cc1 (stereo unspecified)
  0	-5	1	4	5	1	2	-1
> CCOC(=O)N/N=C\c1ccc(C)s1
  13	7	-1	-10	-13	-14	-10	10
> COc1ccc(NC(=O)[C@@H]2CCCN2S(=O)(=O)c2cccc3cccnc23)cc1
  -2	-3	1	5	13	-5	-4	3
> CCCCn1nc(C(=O)Nc2cc(C(F)(F)F)ccc2N2CCOCC2)ccc1=O
  12	10	-2	31	10	1	-7	5
> O=C(NCc1ccco1)c1ccc(Cl)c(S(=O)(=O)N2CCCC2)c1
  9	-13	-4	0	-4	7	-51	-1
> CNC(=O)CCC(=O)Nc1ccc(C)cc1
  -2	2	0	-11	-4	-3	0	3
> CCOc1cc(C2C(C#N)=C(N)OC(C)=C2C(C)=O)cc(Br)c1O (stereo unspecified)
  20	-1	-4	-6	1	12	-10	6
> CC1CCCN(S(=O)(=O)c2ccc(NC(=O)[C@@H]3CCCN3C(=O)c3cccs3)cc2)C1 (stereo partly specified)
  -28	-4	1	-3	3	-8	0	8
> O=C(Nc1ccc(-c2csc(Nc3ccc(Cl)cc3)n2)cc1)c1cccc(C(F)(F)F)c1
  -41	-31	7	·	2	·	0	-4

Additional records
Value order – APJ antag	UBC13 polyUb	APJ ag	EBI2 block	Gli-Sufu antag	CXCR6 inh	ATG4B inh	CCR6 antag
> COC(=O)CCC(=O)Nc1nc(-c2ccccc2)cs1
  -57	2	-1	6	-3	-2	0	-2
> O=C(O)COc1ccccc1/C=C1\SC(=Nc2ccc(F)cc2)N(c2ccc(F)cc2)C1=O
  3	-28	-2	2	3	5	-2	9
> COC(=O)c1sc(NC(=O)C2CCCO2)c(C(=O)OC)c1C (stereo unspecified)
  3	-4	-3	-11	-6	-5	-10	-3
> COC(=O)CCCCCN1C(=O)NC(c2ccccc2)C(C(=O)OCc2ccccc2)=C1C (stereo unspecified)
  9	0	-2	5	16	6	-7	20
> Cc1cc(C)nc(SCc2cc(=O)c(OC(=O)c3ccc(S(=O)(=O)N4CCCC4)cc3)co2)n1
  7	17	3	1	5	-3	2	15
> O=C(NCCN1CCCCC1)c1cc(Cl)ccc1Cl
  6	-9	1	0	-1	11	-4	2
> O=C(c1ccco1)N1CCN(C(=O)c2[nH]ncc2[N+](=O)[O-])CC1
  23	-5	2	-1	2	5	13	1
> OC(CNCc1ccccc1)Cn1ccc2ccccc21 (stereo unspecified)
  7	4	-2	-1	12	3	-20	9
> O=C(O)CCc1ccc(-c2cccs2)n1NC(=O)c1ccccc1Br
  0	6	-2	-18	-5	-4	-4	-3
> CC1=CC2=NC(=O)/C(=C\c3cccn3CCOc3cc(C)ccc3C)C(=N)N2O1
  5	5	-3	10	8	11	2	23

Next section.
Value order – APJ antag	UBC13 polyUb	APJ ag	EBI2 block	Gli-Sufu antag	CXCR6 inh	ATG4B inh	CCR6 antag
> Clc1cccc(OCCCN2CCCC2)c1Cl
  -2	-5	-2	-6	21	-2	-10	1
> O=C(Nc1cccc(-n2cccn2)c1)C1CCCN(Cc2cc3ccccc3[nH]2)C1 (stereo unspecified)
  -23	6	17	-2	-2	-6	17	-1
> CN(C)c1ccc2c3c(ccc(N(C)C)c13)COC2
  -29	0	-3	1	-18	0	10	4
> O=C(CNC(=O)c1ccco1)NCc1nc2ccccc2[nH]1
  14	1	-2	8	3	-1	-1	-8
> COc1ccc(Oc2coc3cc(OC(=O)N4CCOCC4)ccc3c2=O)cc1
  4	10	-4	21	-12	8	5	10
> Cc1csc(=O)n1CC(=O)Nc1ccc(Cl)cc1F
  -7	3	1	11	-1	3	-2	1
> CCOc1ccc(-c2cccc(NC(=O)COc3ccc(Cl)cc3)c2)nn1
  5	0	4	22	13	-10	-2	-2
> O=C(Nc1ccc(-c2nc3ccccc3s2)cc1)c1cc(-n2cnnc2)ccc1Cl
  -13	7	7	37	18	-3	-60	-1
> CCOC(=O)Cc1nnc(NC(=O)c2ccccc2OCC)s1
  1	-8	-2	-8	4	-4	-4	-13
> COc1ccc(-c2cc(C(=O)OCC(=O)Nc3ccc4c(c3)OCO4)c3ccccc3n2)cc1
  -2	-6	-3	20	-18	4	3	-5

Further compounds follow.
Value order – APJ antag	UBC13 polyUb	APJ ag	EBI2 block	Gli-Sufu antag	CXCR6 inh	ATG4B inh	CCR6 antag
> O=C(CN1C(=O)c2ccccc2S1(=O)=O)Nc1ccccn1
  -45	2	-3	0	9	3	0	-5
> Cc1cc(C)c(S(=O)(=O)N2CCCCC2)cc1N(C)S(=O)(=O)c1ccc(Cl)cc1
  16	7	-3	-2	9	-1	14	12
> Cc1cccc(CN2CCN(C(=O)CCc3nnc(C4CCCCC4)o3)CC2)c1
  -1	1	-5	1	38	0	24	15
> C/C(CC(=O)Nc1ccc(N(C)C)cc1)=N\NC(=O)c1ccc(Cl)cc1Cl
  5	0	1	-10	5	-17	-9	0
> Cc1sc2nc(CSCC(=O)N(CCC#N)c3ccccc3F)[nH]c(=O)c2c1C
  23	6	-7	-13	7	-19	0	8
> CCCCCCC(O)(c1ccccc1)C(CN1CCOCC1)c1ccccc1 (stereo unspecified)
  9	5	-2	9	0	5	-5	35
> COc1ccccc1CN(C)C(=O)CSCC(=O)Nc1ccccc1F
  -6	9	-3	2	14	2	-1	12
> Cc1ccc(S(=O)(=O)N2CCOCC2)cc1NC(=O)COC(=O)c1cc(=O)c2ccccc2o1
  -14	1	-1	-11	3	-11	-4	2
> Cn1ncc(Cl)c1C(=O)Nc1cc(C(F)(F)F)ccc1F
  15	-4	0	-1	5	1	-2	1
> Cc1cn[nH]c1
  -27	-1	-1	0	12	-6	0	6

Further records
Value order – APJ antag	UBC13 polyUb	APJ ag	EBI2 block	Gli-Sufu antag	CXCR6 inh	ATG4B inh	CCR6 antag
> O=C1NCCN1C(=O)c1ccco1
  1	-10	-6	1	0	5	-7	11
> Cc1cc(C)nc(N/N=C/c2sccc2C)n1
  -32	-7	-2	-11	32	-6	-1	6
> COc1ccc(NC(=O)CNc2ccccc2C(C)=O)cc1S(=O)(=O)N1CCOCC1
  -1	6	-3	2	-3	0	-5	-2
> O=C(NC(=S)N1CCN(C/C=C/c2ccccc2)CC1)c1ccc(Cl)nc1
  2	-12	0	-9	-29	-2	3	6
> Cc1cc([N+](=O)[O-])nn1CC(=O)Nc1cc(F)ccc1F
  -6	1	-2	-3	-2	3	7	6
> COc1ccc(C)cc1S(=O)(=O)N(C)CC(=O)NC1CC1
  -9	-1	-2	-16	4	-6	4	-15
> CCOC(=O)N1CCC(NC(=O)c2ccc3c(c2)N=C(C)c2c(C)ccc(C)c2S3)CC1
  -6	-8	-3	0	44	15	-12	22
> COc1ccc(CCNC(=O)NS(=O)(=O)c2ccc(C)cc2)cc1OC
  -7	4	-2	-9	30	-8	4	-2
> Cc1ccc(OC(=O)c2ccc(C)c([N+](=O)[O-])c2)cn1
  7	0	-3	-4	-6	2	-3	19
> Cn1cccc1C(=S)N=P(C1CCCCC1)(N1CCOCC1)N1CCOCC1
  -14	-4	-3	2	5	-4	-7	3

More results follow.
Value order – APJ antag	UBC13 polyUb	APJ ag	EBI2 block	Gli-Sufu antag	CXCR6 inh	ATG4B inh	CCR6 antag
> c1ccc(CN2CCOCC2)cc1
  6	6	1	-8	-1	2	-5	-10
> CCCCCC(O)(CCN1CCCCC1)c1ccc(OCC)cc1 (stereo unspecified)
  -10	1	3	-13	14	4	0	16
> Cc1cccc(OCC(=O)N/N=C\c2cn(C)c3ccccc23)c1
  -10	10	0	3	-2	-2	-9	-11
> Cc1ccc(C(=O)NC2CCN(S(=O)(=O)c3ccccc3F)CC2)cc1
  -19	7	-2	-10	-28	-8	6	-2
> O=C(Nc1cc(Cl)ccc1O)c1snnc1-c1ccccc1
  -5	9	5	0	5	6	-3	30
> CC(C)CCNC(=O)NC(=O)CSc1ccc(S(=O)(=O)N2CCOCC2)cn1
  -12	-6	1	-8	6	8	-2	-5
> O=c1cc(Cl)[nH]c(=O)n1Cc1ccccc1
  1	5	-2	3	-14	0	-3	3
> COc1ccccc1N1CCN(CC(=O)Nc2nccs2)CC1
  12	8	-4	-11	14	-1	3	5
> CS(=O)(=O)N1CCc2cc(C(=O)N3CCN(c4ccccc4F)CC3)ccc21
  5	-4	4	-2	-4	-5	-9	-3
> COc1ccc(Oc2ncnc3c2ncn3Cc2ccccc2)cc1
  -10	2	-1	23	0	3	-4	3

(list continues)
Value order – APJ antag	UBC13 polyUb	APJ ag	EBI2 block	Gli-Sufu antag	CXCR6 inh	ATG4B inh	CCR6 antag
> CCc1cccc(C)c1NC(=O)N(C)C1CCCCC1
  3	5	0	1	4	7	6	5
> CCOc1ncccc1C(=O)NCCCSc1ccccc1
  10	1	-4	5	2	5	7	14
> CN1CCN(c2nc(Nc3ccccc3)nc(N)c2[N+](=O)[O-])CC1
  7	-6	0	-11	-2	-1	3	5
> Cc1cc(C)cc(NC(=S)NC2CC3CCCC(C2)N3CC(C)C)c1 (stereo unspecified)
  -17	5	-3	0	14	1	2	3
> CCOC(=O)C1CCN(S(=O)(=O)c2ccc3c(c2)CCN3C(=O)C2CCC2)CC1
  20	-8	3	3	-12	-2	-2	9
> Cc1ccc(NC(=O)C2CCCN(S(=O)(=O)c3cnc[nH]3)C2)cc1C (stereo unspecified)
  -1	6	-2	-8	-23	1	0	2
> Cc1cc(C)nc(N2CCCC(C(=O)NCCC3=CCCCC3)C2)n1 (stereo unspecified)
  -3	18	-7	11	0	-5	-6	1
> C=Cn1c(N2CCOCC2)nc2c1c(=O)[nH]c(=O)n2C
  14	0	-1	-1	4	14	5	6
> OC1=C(O)c2nc3ccccc3nc21
  27	-38	-1	-14	3	-3	-4	24

Compounds above that contain a Cl atom:
Value order – APJ antag	UBC13 polyUb	APJ ag	EBI2 block	Gli-Sufu antag	CXCR6 inh	ATG4B inh	CCR6 antag
> O=C(NCc1ccco1)c1ccc(Cl)c(S(=O)(=O)N2CCCC2)c1
  9	-13	-4	0	-4	7	-51	-1
> O=C(Nc1ccc(-c2csc(Nc3ccc(Cl)cc3)n2)cc1)c1cccc(C(F)(F)F)c1
  -41	-31	7	·	2	·	0	-4
> O=C(NCCN1CCCCC1)c1cc(Cl)ccc1Cl
  6	-9	1	0	-1	11	-4	2
> Clc1cccc(OCCCN2CCCC2)c1Cl
  -2	-5	-2	-6	21	-2	-10	1
> Cc1csc(=O)n1CC(=O)Nc1ccc(Cl)cc1F
  -7	3	1	11	-1	3	-2	1
> CCOc1ccc(-c2cccc(NC(=O)COc3ccc(Cl)cc3)c2)nn1
  5	0	4	22	13	-10	-2	-2
> O=C(Nc1ccc(-c2nc3ccccc3s2)cc1)c1cc(-n2cnnc2)ccc1Cl
  -13	7	7	37	18	-3	-60	-1
> Cc1cc(C)c(S(=O)(=O)N2CCCCC2)cc1N(C)S(=O)(=O)c1ccc(Cl)cc1
  16	7	-3	-2	9	-1	14	12
> C/C(CC(=O)Nc1ccc(N(C)C)cc1)=N\NC(=O)c1ccc(Cl)cc1Cl
  5	0	1	-10	5	-17	-9	0
> Cn1ncc(Cl)c1C(=O)Nc1cc(C(F)(F)F)ccc1F
  15	-4	0	-1	5	1	-2	1
> O=C(NC(=S)N1CCN(C/C=C/c2ccccc2)CC1)c1ccc(Cl)nc1
  2	-12	0	-9	-29	-2	3	6
> O=C(Nc1cc(Cl)ccc1O)c1snnc1-c1ccccc1
  -5	9	5	0	5	6	-3	30
> O=c1cc(Cl)[nH]c(=O)n1Cc1ccccc1
  1	5	-2	3	-14	0	-3	3
